Assay outcomes: PubChem, Broad Institute
Cneo AK release – Cryptococcus neoformans lysis via adenylate kinase release; C. neoformans lysis, adenylate kinase release luminescence, 4 h; normalised: neutral wells 0, clomiphene wells 100; lysis activity, % at 15 µM; actives 0.2% (n = 360,000); AID 651654;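 active = mean lysis activity across replicates of at least 80%, whatever share of replicates individually reach that level; inactive = mean lysis activity below 80%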
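Test system: log-phase Cryptococcus neoformans yeast cells; Quantity: yeast cell density of 5 × 10^6 cells/mL; Buffer or medium: YPD; Doses: single compound concentration per well; Timing: 4 h at 37 °C static, read 1 h later; Measured by: AK luminescence; Read-out basis: lysis from increased AK signal; Control set: Clomiphene as positive control.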
Statin myotox sup – suppression of simvastatin myotoxicity | C2C12 myotubes + simvastatin, ATP luminescence, 48 h; scaled: DMSO 0, geranylgeraniol control 100 | rescue of ATP level, % at 7.49 µM | actives 0.78% (n = 330,000);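 active = mean ATP rescue above about 67%, or every replicate alone reaching that limit, limit read from the data, passing the limit was not always enough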;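 note: myotubes were challenged with 10 µM simvastatin during compound exposure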
XiGFP reactiv – activators of X-chromosome reactivation in mouse fibroblasts | AID 743238 | activation, % at 7.58 µM | actives 0.055% (n = 360,000) | XiGFP mouse fibroblasts, % GFP-positive cells imaging, 3 d; cells co-treated with 5-aza-dC sensitizer; scaled so ellipticine positive control = 100%;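 active = mean normalized replicate activation at least 10% and every replicate at or above 10%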;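 note: 0% = median of on-plate neutral control wells and 100% = ellipticine 6 µM median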
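Material: SV40-immortalized XiGFP fibroblast cells, line 68-5-11 | Buffer or medium: DMEM containing 5-aza-dC | Dosing: One concentration, pinned | Times: 3 d treatment, 15 min room-temperature fixation | Controls: Ellipticine 6 µM positive control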
PGC1a acetyl inh – modulators of PGC1a acetylation; U2OS PGC1a acetylation, AlphaScreen anti-acetyl-lysine; with virally co-expressed GCN5 acetyltransferase; actives 0.17% (n = 350,000); inhibition, % at 15.6 µM;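 active = every replicate shows inhibition of at least 40%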;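 note: 0% = neutral control wells and 100% = positive control wells; some results beyond the cut were filed as inactive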
LGR2 inh – blocks bursicon-induced cAMP signaling via Drosophila LGR2. inhibition, % at 9.99 µM. HEK293 LGR2, CRE-luciferase, bursicon-stimulated, 4 h. AID 720647. actives 0.35% (n = 380,000);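 active = drop in luminescence signal, shown as inhibition above about 50% in the replicate tests, limit read from the data, passing the limit was not always enough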;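 note: agonist challenge used bursicon conditioned medium at about half maximal strength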
Starred values were filed as active, the others as inactive; . = no result given. Some of the compounds tested; the hit share may differ from the screen's.

mol | Cneo AK release | Statin myotox sup | XiGFP reactiv | PGC1a acetyl inh | LGR2 inh
C[C@@H]1CN([C@@H](C)CO)C(=O)c2cc(NC(=O)C3CCCCC3)ccc2O[C@@H]1CN(C)S(=O)(=O)c1ccc(Cl)cc1 | . | -15.9 | 0.3 | 2.8 | .
COCc1nnc(NC(=O)CCN2C(=O)c3ccccc3C2=O)s1 | -3.7 | . | . | -1.0 | 20.4
C=CCC1(C)C(=O)N(c2ccccc2)c2ccccc21 (centres undefined) | -1.3 | . | . | -5.8 | -8.2
COc1ccc(OC)c(/C=N/NC(=O)c2cc(-c3ccc(C)o3)nc3ccccc23)c1 | -2.3 | . | . | 4.1 | -31.1
CC(=O)/C(=N\Nc1cccc(Cl)c1)Sc1cccc2cccnc12 | -0.5 | . | . | 2.4 | 19.5
O=C(N/N=C(/CC(=O)c1cccs1)C(F)(F)F)c1ccc(O)cc1 | 4.2 | . | . | 1.7 | 21.2
O=C(CN(CC1CCCO1)C(=O)CCC(=O)Nc1nccs1)NCC1CCCO1 (centres undefined) | -0.1 | . | . | 7.5 | -15.2
O=C(CN(C(=O)CCC(=O)Nc1nccs1)c1ccc(F)cc1)NCc1ccco1 | 1.0 | . | . | -12.0 | -1.1
COc1ccc(N(C(=O)c2ccc(F)cc2)C2=CC3CCC(C2)N3C)cc1 (centres undefined) | 0.5 | . | . | -16.4 | 4.9
CC(C)CCNC(=O)C(c1cccnc1)N(CCc1ccccc1)C(=O)Cn1nnc2ccccc21 (centres undefined) | 11.4 | . | . | 0.6 | 4.6
CCCn1c(=O)c(Cc2ccccc2)c(O)c2ccccc21 | 1.9 | . | . | -0.1 | 2.0
COc1ccc(C(=O)Cc2ccccc2)cc1OC | 2.6 | . | . | 2.1 | 6.1
CC(=O)Nc1ccc(N2S(=O)(=O)c3ccccc3S2(=O)=O)cc1 | -0.3 | . | . | -11.8 | -10.7
CC(C)n1c(Nn2cnnc2)nc2ccccc21 | -2.1 | . | . | 12.2 | -8.8
COc1ccc(/C=N/NC(=O)CNC(=O)c2ccc(S(=O)(=O)N3CCOCC3)cc2)cc1OC | -1.0 | . | . | 4.9 | 12.9
O=C(N/N=C/c1ccc2c(c1)OCO2)c1sc2cccc(Cl)c2c1Cl | 0.9 | . | . | 16.5 | 6.1
Cc1cc(C)nc(N2CCC(C(=O)N3CCN(c4cc(Cl)ccc4C)CC3)CC2)n1 | -2.9 | . | . | -6.1 | 5.7
O=C(c1cnc2c(c1)COc1ccc(Cl)cc1-2)c1ccccc1O | -0.6 | . | . | -0.8 | -17.4
CN(C)C(=O)CN(C)S(=O)(=O)c1ccc(Cl)cc1 | -3.3 | . | . | 7.1 | -2.2
CC(C)(C)NC(=O)NC(=O)COC(=O)c1ccc(OC(F)F)cc1 | 0.0 | . | . | 2.1 | 6.4
COCc1cc(=O)[nH]c(/N=C(\N)Nc2ccccc2C)n1 | 1.4 | . | . | 2.5 | -10.0
COCCCNC(=O)CCNS(=O)(=O)c1ccc(C)cc1 | -15.8 | . | . | -19.0 | -3.3
c1ccc2c(c1)CC(N1CCCCC1)c1ccccc1N2 (centres undefined) | 3.3 | . | . | 5.1 | -10.9
Oc1ccc(Br)cc1-c1cc(-c2ccco2)[nH]n1 | 0.8 | . | . | -40.5 | -0.2
Cc1cc([N+](=O)[O-])ccc1N(C)C | 0.7 | . | . | 0.6 | 7.1
Cc1ccc(S(=O)(=O)CCc2nc3ccccc3s2)cc1 | -1.8 | . | . | -2.3 | -24.5
CCOc1ccc(NC(=O)NCCCN2CCCC2)cc1 | 0.3 | . | . | 1.4 | -6.7
COC(=O)c1[nH]c2cc(OC)c(OC)cc2c1NC(=O)c1cccc(OC)c1 | -2.6 | . | . | 0.7 | -13.3
Cc1nc2ncnn2c(Nc2ccc3c(c2)OCO3)c1Cc1ccccc1 | -2.8 | . | . | -1.2 | 14.9
COc1ccc(COCC(O)CN(Cc2ccco2)Cc2ccccc2O)cc1 (centres undefined) | -13.1 | . | . | 6.5 | -11.2

A few values from the list:
In Cneo AK release, C=CCC1(C)C(=O)N(c2ccccc2)c2ccccc21 (centres undefined) has -1.3
In LGR2 inh, CC(C)n1c(Nn2cnnc2)nc2ccccc21 has -8.8

An excerpt from the list above, for reference:
mol | Cneo AK release | Statin myotox sup | XiGFP reactiv | PGC1a acetyl inh | LGR2 inh
Cc1cc([N+](=O)[O-])ccc1N(C)C | 0.7 | . | . | 0.6 | 7.1
Cc1ccc(S(=O)(=O)CCc2nc3ccccc3s2)cc1 | -1.8 | . | . | -2.3 | -24.5
CCOc1ccc(NC(=O)NCCCN2CCCC2)cc1 | 0.3 | . | . | 1.4 | -6.7
COC(=O)c1[nH]c2cc(OC)c(OC)cc2c1NC(=O)c1cccc(OC)c1 | -2.6 | . | . | 0.7 | -13.3

The results go on.
mol | Cneo AK release | Statin myotox sup | XiGFP reactiv | PGC1a acetyl inh | LGR2 inh
CCC1CCCCN1CC(=O)c1c(C)[nH]c2ccccc12 (centres undefined) | 6.3 | . | . | 0.0 | 8.5
COc1ccc(Nc2nc(C(F)(F)F)nc(C)c2C#N)cc1 | 6.6 | . | . | -7.7 | 19.0
CCOC(=O)CC1C(=O)NC2CCCCC2N1C(=O)Nc1ccc(Cl)cc1 (centres undefined) | -1.2 | . | . | 3.2 | -14.9
COc1cc(NC(=O)c2ccc(Cl)cc2Cl)ccc1-c1cc2ccccc2oc1=O | -2.2 | . | . | 1.4 | -19.2
Cn1nc([N+](=O)[O-])nc1Sc1nnc(-c2ccccc2)o1 | -0.2 | . | . | -48.7 | 20.9
COC(=O)c1sc(NC(=O)c2ccc(Cn3cc(Cl)cn3)o2)c(C#N)c1C | -0.4 | . | . | -12.7 | 7.2
O=C(Nc1cccc(Cl)c1)OCc1cnc(Cl)s1 | -3.4 | . | . | -0.1 | -27.2
O=C(CN1CCOCC1)Nc1ncc(Br)cc1Br | 1.1 | . | . | 15.9 | -5.2
O=C(CCC(=O)N(CC(=O)NC1CCCC1)Cc1ccc2c(c1)OCO2)Nc1ccccn1 | -1.5 | . | . | 2.0 | -9.5
CC(=O)c1noc(C)c1C(=O)Nc1nccs1 | -1.8 | . | . | 10.8 | 13.7
O=C(CSc1nc2ccccc2c(=O)n1-c1ccccc1)NCc1ccco1 | -0.5 | . | . | 0.3 | -1.5
CC1CC(C)CN(CC(=O)N2CCc3[nH]c4ccccc4c3C2)C1 (centres undefined) | -1.0 | . | . | -6.8 | 8.3
CCn1ncc([N+](=O)[O-])c1C(=O)Nc1ccc(C(=O)N2CCCCC2)cc1 | 1.5 | . | . | 7.6 | 36.9
CCN1CCN(c2ncc(C(=O)N3CCN(c4ccccc4OC)CC3)c3ccccc23)CC1 | 0.3 | . | . | -2.0 | -5.7
Cc1ccccc1C(=O)N=c1sccn1C | -2.4 | . | . | -2.7 | -14.8
Cc1cc(N(CCO)CCO)nc(-n2nc(C)cc2C)n1 | -1.7 | . | . | 0.0 | -17.5
CCOCC(=O)Nc1c(C(=O)OCC)oc2ccccc12 | 4.6 | . | . | -6.2 | 0.9
CCC(CC)NC(=O)c1ccccc1Oc1ccccc1 | 1.8 | . | . | -6.0 | -13.4
CCN1CCN(c2ncc(C(=O)Nc3cc(Cl)ccc3OC)c3ccccc23)CC1 | -0.6 | . | . | 92.8* | 2.2
COc1ccc2c(c1)CCc1c(C(=O)Nc3cc(C)n(Cc4ccc(Cl)cc4)n3)noc1-2 | -3.8 | . | . | 11.5 | -20.8
Cn1nc(Oc2nc(N3CCOCC3)nc(N3CCOCC3)n2)ccc1=O | -4.5 | . | . | 4.2 | 1.1
CCCOc1ccccc1-c1nc2c([nH]1)c(=O)[nH]c(=O)n2C | -3.2 | . | . | 1.9 | -0.7
COc1ccc(CO/N=C/c2c(C)[nH]c(=O)[nH]c2=O)cc1 | 3.5 | . | . | 2.6 | -1.5
N#C/C(=C/c1cc(Br)cs1)C(=O)NCC1CCCO1 (centres undefined) | -1.8 | . | . | -13.4 | -24.9
O=C(NCc1ccccc1)NC(=O)c1ccccc1 | -0.1 | . | . | -0.2 | -32.2
CCOc1cccc(NC(=O)C2CC(=O)NC(=Nc3ccccc3)S2)c1 (centres undefined) | -0.5 | . | . | -9.9 | -20.6
CC(=O)c1ccc(OC(C)C)c(CSc2nc(O)cc(=O)[nH]2)c1 | -1.8 | . | . | -12.5 | -10.4
COc1ccccc1/C=N/NC(=O)c1nnn(-c2nonc2N)c1CSC1=NCCS1 | -5.0 | . | . | 3.4 | -3.2
COC(=O)C(O)(CC(=O)Nc1cc(OC)c(OC)c(OC)c1)C(F)(F)F (centres undefined) | -0.8 | . | . | -7.7 | 1.2
CCCCNC(=O)CO/N=C(\C)c1cc2ccccc2o1 | -4.0 | . | . | 0.8 | -12.9
Cc1cc(C)cc(C(=O)NC(=S)Nc2ccc3[nH]c(=O)[nH]c3c2)c1 | -4.8 | . | . | -2.2 | 9.7
CCc1nnc(NC(=O)c2ccc(-c3cc(C(F)(F)F)ccc3Cl)o2)s1 | 2.4 | . | . | 12.9 | -1.0
CC(C)P(=O)(c1cccc(C(=O)O)c1)C(C)C | 4.4 | . | . | 4.9 | -7.8
O=S(=O)(/C=C/c1ccccc1)n1cnc2ccccc21 | 0.5 | . | . | 1.9 | -22.0
O=c1oc(-c2ccccc2NS(=O)(=O)c2ccc3ccccc3c2)nc2ccccc12 | -3.3 | . | . | -16.4 | 4.0
COC(=O)c1c(C)[nH]c(C(=O)CSc2ncnc3sc(-c4ccccc4)cc23)c1C | 2.8 | . | . | -20.1 | 5.5
O=C1C2CC=C(Cl)CC2C(=O)N1CN(Cc1ccco1)CN1C(=O)C2CC=C(Cl)CC2C1=O (centres undefined) | 1.8 | . | . | 12.1 | 9.2
CCn1ncc(C(=O)Nc2ccccc2C)c1C | -2.1 | . | . | 1.5 | 1.6
CCn1cc(C(=O)Nc2ccc(F)c(F)c2)cn1 | 4.2 | . | . | 0.8 | -10.9
C=CCc1cccc2cc(C(=O)OCC(=O)c3ccccc3)c(=O)oc12 | 2.5 | . | . | -0.3 | -2.6
CCN(c1ccccc1)S(=O)(=O)c1ccc(C(=O)Oc2ccc(C(C)=O)cc2)cc1 | 2.2 | . | . | 2.6 | -22.6
O=C(NCc1ccco1)c1ccc(Cn2cc([N+](=O)[O-])cn2)o1 | -2.9 | . | . | -0.2 | 18.9
Cc1cc(OCC(=O)c2ccc(F)cc2)ccc1N1C(=O)CCC1=O | 0.2 | . | . | -2.3 | -4.6
S=c1[nH]nc(-c2ccccc2)n1/N=C/c1c[nH]c2ccccc12 | 0.0 | . | . | 0.7 | -9.1
COc1ccc(C=C(c2ccc(OC)cc2)c2ccc(OC)cc2)cc1 | 2.2 | . | . | 0.9 | 0.6
COc1ccc(/C=N/NC(=O)C(C)n2cnc3ccccc3c2=O)cc1 (centres undefined) | 5.7 | . | . | 3.8 | 1.2
CCSc1ncnc2c(C#N)c3n(c12)CCCCC3 | 2.6 | . | . | 1.4 | -24.0
COC(=O)c1cc(-c2ccc(Br)cc2)n[nH]1 | 0.6 | . | . | -2.0 | -30.5
O=C(COc1ccc(S(=O)(=O)NC2CCCCC2)cc1)NC1CCCCC1 | -0.5 | . | . | -15.0 | 18.9
NC(=O)c1sc2nc(-c3ccco3)ccc2c1N | -0.8 | . | . | -3.1 | -40.7
CSc1nc(Sc2cccc(Cl)c2)c2ccccc2n1 | 8.5 | . | . | 6.6 | -3.8
CCCOC(=O)c1ccc(NC(=O)C2C3C=CC(O3)C2C(=O)O)cc1 (centres undefined) | -0.3 | . | . | 9.8 | -4.6
COc1ccc(NC(=O)c2ccco2)c([N+](=O)[O-])c1 | -7.9 | . | . | -10.7 | -25.5
O=C(/C=C/c1ccc(Cl)cc1)Nc1ccc(N2CCCCC2)cc1 | -0.9 | . | . | -6.8 | 2.9
